TexasRed fluor = Texas Red fluorescence interference in TRb-SRC2 counter-screen | 280,000 compounds, 0.29% hits | Potency, µM (doses to about 106 µM), for the others: at the highest dose fluorescence change, negative = quenching | TRb/SRC2 Texas Red total fluorescence interference; active = well fitted curve in either direction with a large enough effect; inconclusive = small, poorly fitted or top-dose-only effect
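Flags fluorescent or light-absorbing compounds by total fluorescence, S + 2P, at 555 nm excitation and 632 nm emission. Mixture: 20 nM Texas Red SRC2 peptide, 0.6 uM human TRb LBD, 1 uM T3, 5% DMSO; compound exposure 5 h at ambient temperature.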
RGS12 GoLoco inh = blocks human Gai1 binding to RGS12 GoLoco peptide, red readout. P63096. Gai1:RGS12 GoLoco peptide FP, rhodamine, 10 min. Potency, µM (top dose mostly 61.6 µM), inactives show top-dose activity, negative = inhibition, hits mostly inhibitors. 230,000 compounds, 0.44% hits. AID 880; active = well fitted inhibition curve with a large enough effect, not every such curve was filed as active; inactive = no such curve, though single readings can be large or run the other way; also: nearly all actives have a fitted effect of over 30% in size; many of its hits are not listed in these tables
Target sequence (P63096 whole entry, looked up): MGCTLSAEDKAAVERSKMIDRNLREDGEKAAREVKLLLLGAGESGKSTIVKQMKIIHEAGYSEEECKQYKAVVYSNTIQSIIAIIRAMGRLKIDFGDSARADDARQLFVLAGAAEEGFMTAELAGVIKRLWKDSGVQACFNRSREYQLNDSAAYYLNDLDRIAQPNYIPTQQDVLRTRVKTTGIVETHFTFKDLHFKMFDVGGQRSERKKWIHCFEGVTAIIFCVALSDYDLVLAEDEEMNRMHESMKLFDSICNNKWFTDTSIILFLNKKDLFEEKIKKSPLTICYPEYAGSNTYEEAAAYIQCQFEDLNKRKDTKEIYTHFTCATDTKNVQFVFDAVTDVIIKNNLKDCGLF
L3MBTL1 inh = L3MBTL1 (human) inhibition; Q9Y468; AlphaScreen L3MBTL1–H3K9me1 peptide binding; Potency, µM (doses to about 57.1 µM), for the others: top-dose activity, negative = inhibition, hits mostly inhibitors; 230,000 compounds, 0.66% hits; AID 485360; also: nearly all actives have a fitted effect of over 60% in size
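Displacement of a biotinylated histone H3(1-15) peptide monomethylated at Lys9 (75 nM) from L3MBTL1 (50 nM) was measured by AlphaScreen after a 30 min room-temperature compound incubation; cefsulodin titration served as intraplate control.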
RECQ1 inh = inhibitors of human RECQ1 DNA helicase; 240,000 compounds, 0.54% hits; Potency, µM (highest dose often 57.3 µM), inactives show top-dose activity, negative = inhibition, actives largely listed as inhibitors; RECQ1 DNA unwinding, red fluorescence kinetic read;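 also: plate controls were vehicle for no effect and no enzyme for full effect; nearly all actives have a fitted effect of over 30% in size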
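50 nM RECQ1T1 preincubated 15 min with compound in Tris pH 8.0 buffer with MgCl2, DTT, Tween-20 and 2.5 ug/ml poly(dI-dC); started with 200 nM TAMRA/BHQ-2 forked duplex and 2 mM ATP. Unwinding read as fluorescence (525/598 nm), two reads 2 h apart.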
Tau ThT inhib = inhibitors of human tau fibril formation, thioflavin T binding; 270,000 compounds, 2.1% hits; recombinant tau K18 P301L (four-repeat tau fragment), heparin-induced fibrillization, ThT fluorescence; AID 1460; Potency, µM (series often up to 57.4 µM), for inactives: at the highest dose activity, negative = inhibition, hits mostly inhibitors; P10636; also: nearly all actives have a fitted effect of over 55% in size
Target sequence (P10636 561-689 P618L limits assumed): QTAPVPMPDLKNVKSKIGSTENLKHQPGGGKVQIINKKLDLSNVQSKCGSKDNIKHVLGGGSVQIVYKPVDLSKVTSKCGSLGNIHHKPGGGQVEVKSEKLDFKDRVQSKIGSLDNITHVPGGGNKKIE
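Tau K18 P301L fragment (15 uM unlabeled plus 0.24 uM Alexa 594-labeled) in 100 mM sodium acetate pH 7 with compound, fibrillization induced by 20 uM heparin for 6 hr at 37 C. Thioflavin T (30 uM) added, fluorescence read after 1 hr (ex 450, em 510 nm).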
JMJD2E inh = blocks human JMJD2E demethylase activity | B2RXH2 | 230,000 compounds, 1.6% hits | Potency, µM (titrated, usually from 57.1 µM), for the others: top-dose activity change, negative = inhibition, most hits filed as inhibitors | JMJD2E catalytic domain, FDH-coupled NADH fluorescence (FDH is formaldehyde dehydrogenase); active = well fitted inhibition curve with a large enough effect, not every such curve was filed as active; inconclusive = small, poorly fitted or top-dose-only effect, or another doubt; inactive = no such curve, though single readings can be large or run the other way;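 also: 0% = wells with enzyme and -100% = buffer wells without enzyme; nearly all actives have a fitted effect of over 50% in size; many of its hits are not listed in these tables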
Target sequence (B2RXH2 1-337 limits assumed): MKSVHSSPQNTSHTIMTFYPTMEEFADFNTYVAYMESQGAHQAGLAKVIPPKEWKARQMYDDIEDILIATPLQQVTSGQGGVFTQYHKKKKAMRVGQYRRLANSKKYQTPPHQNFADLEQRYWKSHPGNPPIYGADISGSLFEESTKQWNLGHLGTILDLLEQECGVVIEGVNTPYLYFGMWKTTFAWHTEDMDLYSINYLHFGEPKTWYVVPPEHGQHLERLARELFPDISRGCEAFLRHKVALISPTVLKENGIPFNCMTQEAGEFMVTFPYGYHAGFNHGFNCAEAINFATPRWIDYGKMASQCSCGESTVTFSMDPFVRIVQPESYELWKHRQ
TRb SRC2 PPI = TRbeta-SRC2 interaction inhibition; P10828; TRbeta-SRC2 peptide binding, fluorescence polarization; receptor liganded with 1 µM T3; Potency, µM (doses to about 106 µM), for inactives: at the highest dose activity change, negative = inhibition, usual class: inhibitors; 280,000 compounds, 0.065% hits; AID 1469;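 also: plate controls were bound peptide for no effect and peptide without receptor for full effect; nearly all actives have a fitted effect of over 50% in size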
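Binding of a 20-amino-acid Texas Red SRC2 peptide (20 nM) to TRb ligand-binding domain (0.6 uM) with agonist T3 at 1 uM was followed by fluorescence polarization after a 5 hr room-temperature incubation.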
Tau FP inhib = tau fibrillization inhibition (FP); P10636; K18 P301L tau heparin fibrillization, Alexa594 FP, 6 h; Potency, µM (titrated, usually from 57.7 µM), for inactives: at the top dose activity, negative = inhibition, hits mostly inhibitors; 280,000 compounds, 0.39% hits; also: nearly all actives have a fitted effect of over 55% in size
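Human K18 P301L fragment (15 uM unlabeled plus 0.24 uM Alexa 594-labeled) in 100 mM sodium acetate pH 7 with compound, aggregation induced by 20 uM heparin for 6 hr at 37 C. ThT (30 uM) added for 1 hr, then Alexa 594 FP read.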
Numbers without * were called inactive; i = inactive; ? = inconclusive; nt = no result given; & = joins results of further samples; [ ] = remark or other dose. Unless noted, calls follow the shape of the dose curve; as a rule, active = well fitted curve in the direction sought with a large enough effect; inconclusive = small, poorly fitted or top-dose-only effect, or another doubt; inactive = no such curve, though single readings can be large; an effect the other way counts as inactive or inconclusive. Unless noted, % is scaled to controls: 0 for no effect and ±100 for the full control effect; potency is read from the fitted curve at half-maximal effect. These rows are one share of the data; the hit share may differ from the screen's.

Values in the order – TexasRed fluor	RGS12 GoLoco inh	L3MBTL1 inh	RECQ1 inh	Tau ThT inhib	JMJD2E inh	TRb SRC2 PPI	Tau FP inhib
1: COC(=O)c1[nH]c2cc(OC)ccc2c1NC(=O)CCN1CCN(Cc2ccc3c(c2)OCO3)CC1
    -1%	-28%	nt	-7%	-6%	?	-13%	10%
2: O=C(CSc1nc(=O)n(CCN2CCOCC2)c2c1CCC2)Nc1ccc(Cl)c(Cl)c1
    -1%	nt	nt	nt	-7%	nt	1%	-9%
3: CC1CCCN(C(=O)CSc2c3c(nc4cc(Cl)ccc24)CCCC3)C1 (stereo unspecified)
    -1%	nt	nt	nt	-14%	nt	1%	10%
4: Cc1cccc(NC(=O)c2ccc(NS(=O)(=O)c3c(C)noc3C)cc2)c1
    -3%	1%	-6%	i	-9%	3%	-3%	-3%
5: CC1NC(=O)N(C)C2NC(=O)N(C)C(c3ccccc3)C12 (stereo unspecified)
    2%	0%	3%	12%	-3%	-9%	-2%	6%
6: CCOc1ccc(-c2nc3c(c(SCC(=O)N4CCCCC4)n2)Cc2ccccc2O3)cc1
    -1%	nt	nt	nt	0%	nt	-6%	?
7: COc1ccc(-n2c(C)n[nH]c2=O)cc1OC
    1%	4%	-3%	-6%	1%	6%	8%	-3%
8: Cc1cc(C)c(NC(=O)CS(=O)CC(=O)Nc2ccc(F)cc2F)c(C)c1 (stereo unspecified)
    -5%	-4%	nt	8%	-3%	-5%	0%	-6%
9: O=C(CC1CCCCC1)OCn1nnc2ccccc2c1=O
    -2%	2%	nt	-2%	-16%	3%	6%	-5%
10: CCOC(=O)c1c(NC(=O)CSc2nnc(-c3cccc(C)c3)n2CC)sc(C(C)=O)c1C
    0%	20%	-2%	-1%	-14%	-1%	5%	2%
11: Cc1[nH]c2ccccc2c1NC(=O)CN1CCN(Cc2ccc3c(c2)OCO3)CC1
    3%	-36%	-8%	i	-13%	2%	1%	-6%
12: CCOC(=O)c1sc(N)nc1-c1ccccc1
    -1%	8%	-18%	-1%	3%	-4%	4%	5%
13: Cc1cccc(-n2c(Cc3ccccc3)nnc2SCc2nc(-c3cccs3)no2)c1
    4%	nt	nt	nt	-6%	nt	-3%	5%
14: CCc1ccc(OC)c(S(=O)(=O)NCCOc2ccccc2)c1
    -7%	-3%	16%	-7%	4%	4%	-12%	2%
15: COc1ccc(C(=O)C2CCCN(C(=O)c3cccs3)C2)cc1F (stereo unspecified)
    -6%	2%	6%	-6%	-3%	1%	1%	-3%
16: Nc1nc(-c2ccccc2)c(N=Nc2ccccc2Cl)s1
    -1%	2%	28µM*	-15%	5µM*	0%	-1%	?
17: CNC(=O)c1[nH]cnc1C(=O)Nc1ccccn1
    -6%	-13%	4%	i	2%	2%	2%	2%
18: COc1cc(C(=O)Nc2nnc(CC(C)C)s2)c([N+](=O)[O-])cc1OC
    -2%	11%	0%	i	-2%	2%	7%	1%
19: CC1=C(C(=O)OC(C)C)C(c2cccs2)NC(=O)N1 (stereo unspecified)
    0%	-1%	-7%	i	-2%	6%	1%	-1%
20: CCCCCCNC(=O)Nc1ccc(S(=O)(=O)Nc2ccc(CCNC[C@H](O)COc3ccc(O)cc3)cc2)cc1
    -18%	-1%	nt	-3%	?	?	-2%	?
21: O=C(NCc1ccc2c(c1)OCO2)c1cc(-c2cc(Cl)ccc2O)n[nH]1
    0%	4%	-3%	-10%	-3%	16%	-5%	?
22: O=c1cc(-c2ccccc2)nc2c(-c3ccccc3)c(C(F)(F)F)[nH]n12
    -9%	2%	28%	i	-17%	?	4%	5%
23: Cc1ccccc1N1C(=O)C(Cl)=C(N2CCN(c3ccccc3)CC2)C1=O
    -1%	-12%	-27%	-8%	16µM*	-18%	4%	?
24: COc1cc(/C=N/NC(=O)CCc2c(C)n[nH]c2C)cc(OC)c1OC
    2%	12%	nt	-3%	-11%	-4%	-12%	2%
25: Cn1nnnc1SCC(=O)NC1CCCc2ccccc21 (stereo unspecified)
    -5%	0%	-23%	-2%	2%	0%	-2%	4%
26: O=C(CNS(=O)(=O)c1ccc2ccccc2c1)OCc1csc(-c2ccccc2)n1
    4%	-29%	0%	-7%	?	?	-2%	-12%
27: O=c1c(-c2nnc(SCc3ccc(Cl)cc3)o2)cccn1Cc1ccccc1
    2%	0%	31%[activator]	i	2%	?	3%	12%
28: CCOC(=O)C(=CNc1ccc(N2CCOCC2)cc1)C(=O)OCC
    -4%	8%	4%	5%	-17%	-20%	-1%	3%
29: CC(C(=O)N(C)C)N(C#N)c1nc(N(C)C)nc(N(C)C)n1 (stereo unspecified)
    0%	7%	-6%	-4%	-10%	3%	-15%	-11%
30: COCC1=C2c3ccccc3[C@@H]3CNC(=O)C3(C(=O)OC)C[C@@H]2n2c(=O)n(-c3ccccc3)c(=O)n2C1 (stereo partly specified)
    -2%&0%	3%&-3%	nt	-8%&-1%	-4%&-8%	1%&3%	10%&5%	2%&-3%

Some of these compounds in order of SMILES length, smallest number first:
Values in the order – TexasRed fluor	RGS12 GoLoco inh	L3MBTL1 inh	RECQ1 inh	Tau ThT inhib	JMJD2E inh	TRb SRC2 PPI	Tau FP inhib
25: Cn1nnnc1SCC(=O)NC1CCCc2ccccc21 (stereo unspecified)
    -5%	0%	-23%	-2%	2%	0%	-2%	4%
15: COc1ccc(C(=O)C2CCCN(C(=O)c3cccs3)C2)cc1F (stereo unspecified)
    -6%	2%	6%	-6%	-3%	1%	1%	-3%
13: Cc1cccc(-n2c(Cc3ccccc3)nnc2SCc2nc(-c3cccs3)no2)c1
    4%	nt	nt	nt	-6%	nt	-3%	5%

Following part.
Values in the order – TexasRed fluor	RGS12 GoLoco inh	L3MBTL1 inh	RECQ1 inh	Tau ThT inhib	JMJD2E inh	TRb SRC2 PPI	Tau FP inhib
31: O=c1[nH]cnc2c1sc1nc(-c3ccccc3)c3c(c12)CCCC3
    3%	-6%	11%	-10%	-12%	?	-2%	-3%
32: COc1ccc(Cl)cc1-n1c(=S)sc2c(=O)[nH]c(SCC(=O)NCC3CCCO3)nc21 (stereo unspecified)
    -1%	nt	-6%	i	-11%	0%	5%	-6%
33: N#Cc1nc(-c2ccc(Cl)cc2)oc1NCCc1ccccn1
    -1%	-5%	1%	3%	-13%	?	-3%	-3%
34: Cc1cc(C)c2[nH]c(=O)c(C(c3nnnn3Cc3ccc4c(c3)OCO4)N3CCC(C)CC3)cc2c1 (stereo unspecified)
    -3%	3%	3%	0%	-8%	-11%	2%	4%
35: COc1ccc(C[C@H](N)C(=O)N[C@@H]2[C@H](O)[C@H](n3cnc4c(N(C)C)ncnc43)O[C@@H]2CO)cc1
    -2%[53 µM]	8%[21.6 µM]	nt	0%[25.9 µM]	nt	-1%[25.5 µM]	-6%[53 µM]	nt
36: CNC(=O)CSc1nc(N)c2c3c(sc2n1)CCC3
    -4%	2%	-5%	-4%	-10%	-11%	-2%	6%
37: Cc1ccc(NC(=O)c2csc3c2CCCC3)cc1
    -3%	-9%	-7%	1%	?	-1%	-3%	-12%
38: Cc1ccc2nc(-c3ccccc3)c(NC(=O)c3ccco3)n2c1
    -1%	-2%	21%[11.4 µM]	0%	-7%	10%	0%	-3%
39: CCOc1ccccc1Oc1coc2cc(O)ccc2c1=O
    -3%	8%	6%	i	-13%	?	-1%	3%
40: Nc1ccccc1-c1ccccc1N
    0%[53 µM]	21%	37%[activator]	i	1%	-5%	-8%[53 µM]	0%
41: Cc1ccc(C)c(N2CCN(C(=O)CCc3nnc4n(CC(C)C)c(=O)c5ccccc5n34)CC2)c1
    7%	nt	nt	nt	?	nt	-5%	-6%
42: Cc1ccc(NC(=O)CCSc2nnc(Cc3ccccc3)o2)cc1
    2%	9%	5%	-5%	0%	-7%	-6%	-5%
43: Cc1ccc(S(=O)(=O)NCc2ccncc2)cc1C
    2%	11%	7%	i	-8%	-3%	-2%	-3%
44: COC(=O)c1cnc2ccccc2n1
    4%	-10%	6%	i	-3%	2%	7%	7%
45: O=C1N=c2ccccc2=C1c1sc(=S)n(NC(=O)c2ccccc2)c1O
    0%	11%	nt	-3%	nt	-7%	0%	?
46: CN(C)S(=O)(=O)c1ccc(Cl)c(NC(=O)COC(=O)c2cc(-c3ccccc3)nc3ccccc23)c1
    -1%[53 µM]	0%	-3%	0%	16%	?	2%[53 µM]	?
47: COc1ccc2nc(NC(=O)C3CCCN(S(=O)(=O)c4cccs4)C3)sc2c1 (stereo unspecified)
    -5%	-10%	nt	-5%	-6%	-19%	-6%	?
48: O=C(Nc1nnc(-c2ccco2)o1)c1ccc(S(=O)(=O)N2CCOCC2)cc1
    1%	-1%	nt	-1%	-4%	?	8%	-5%
49: O=C(c1cnc2sccn2c1=O)N1CCCc2ccccc21
    -3%	-7%	2%	0%	-1%	-7%	-5%	11%
50: Cc1cccc(N/C(N)=N/c2nc(CSc3ccc(Cl)cc3)cc(=O)[nH]2)c1
    2%	11%	1%	-1%	-11%	7%	5%	-4%
51: CC[C@H]1OC(=O)C[C@@H](O)[C@H](C)[C@@H](O[C@@H]2O[C@H](C)C[C@H](N(C)C)[C@H]2O)[C@@H](CC=O)C[C@@H](C)C(=O)C=C[C@]2(C)O[C@H]2[C@@H]1C
    -6%	-9%	nt	-4%	?	4%	-3%	-11%
52: Cc1oc2ncn(CC(C)C)c(=O)c2c1C(=O)N(CCN(C)C)Cc1ccccc1
    1%	nt	nt	nt	-4%	nt	-3%	-4%

Structural class: the compounds so far with a furan ring, fused or not (three)
Values in the order – TexasRed fluor	RGS12 GoLoco inh	L3MBTL1 inh	RECQ1 inh	Tau ThT inhib	JMJD2E inh	TRb SRC2 PPI	Tau FP inhib
38: Cc1ccc2nc(-c3ccccc3)c(NC(=O)c3ccco3)n2c1
    -1%	-2%	21%[11.4 µM]	0%	-7%	10%	0%	-3%
48: O=C(Nc1nnc(-c2ccco2)o1)c1ccc(S(=O)(=O)N2CCOCC2)cc1
    1%	-1%	nt	-1%	-4%	?	8%	-5%
52: Cc1oc2ncn(CC(C)C)c(=O)c2c1C(=O)N(CCN(C)C)Cc1ccccc1
    1%	nt	nt	nt	-4%	nt	-3%	-4%

Assay outcomes deposited in PubChem BioAssay by National Center for Advancing Translational Sciences (NCATS).
